# Bioassay records: PubChem BioAssay, National Center for Advancing Translational Sciences (NCATS)
# L3MBTL1 inh: blocks human L3MBTL1; AlphaScreen L3MBTL1–H3K9me1 peptide binding; Q9Y468; 0.66% of 230,000 active; Potency, µM (titrated, usually from 57.1 µM), without a hit: at the top dose activity, negative = inhibition, hits mostly inhibitors; also: potency is read from the fitted curve at half-maximal effect; % is scaled to controls: 0 for no effect and ±100 for the full control effect; nearly all actives have a fitted effect of over 60% in size
# Target sequence (Q9Y468 whole entry, looked up): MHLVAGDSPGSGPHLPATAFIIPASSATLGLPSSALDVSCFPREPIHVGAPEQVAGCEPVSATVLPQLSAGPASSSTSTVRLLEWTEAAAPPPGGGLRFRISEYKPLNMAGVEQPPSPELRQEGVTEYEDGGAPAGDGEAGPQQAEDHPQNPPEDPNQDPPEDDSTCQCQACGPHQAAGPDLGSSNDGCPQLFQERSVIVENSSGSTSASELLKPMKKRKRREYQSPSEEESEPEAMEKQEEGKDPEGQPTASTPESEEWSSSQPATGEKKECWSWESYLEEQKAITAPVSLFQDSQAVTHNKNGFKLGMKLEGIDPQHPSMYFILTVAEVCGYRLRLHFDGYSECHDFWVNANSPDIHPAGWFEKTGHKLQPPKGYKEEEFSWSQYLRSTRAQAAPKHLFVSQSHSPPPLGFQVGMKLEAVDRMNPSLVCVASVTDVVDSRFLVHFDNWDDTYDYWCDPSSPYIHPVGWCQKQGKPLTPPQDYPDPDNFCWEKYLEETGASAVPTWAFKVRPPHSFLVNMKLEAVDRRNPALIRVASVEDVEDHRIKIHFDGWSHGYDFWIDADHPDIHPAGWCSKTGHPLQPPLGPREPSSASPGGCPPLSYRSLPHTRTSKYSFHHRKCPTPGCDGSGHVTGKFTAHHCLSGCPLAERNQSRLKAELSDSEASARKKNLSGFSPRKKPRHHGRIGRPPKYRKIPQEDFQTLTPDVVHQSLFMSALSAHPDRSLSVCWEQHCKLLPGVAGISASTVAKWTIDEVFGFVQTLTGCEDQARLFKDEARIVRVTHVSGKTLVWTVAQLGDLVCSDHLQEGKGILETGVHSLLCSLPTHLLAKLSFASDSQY
#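 AlphaScreen assay: L3MBTL1 (50 nM final) was preincubated 30 min at room temperature with biotinylated H3(1-15)K9me1 peptide (75 nM final), then 30 min with library compounds; streptavidin donor and nickel chelate acceptor beads (10 ug/mL final) added, 30 min dark.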
# HttQ103 aggreg: mutant huntingtin aggregation inhibition | 1.1% of 220,000 active | PC12 HttQ103-GFP aggregates, Acumen cytometry, 40 h | Potency, µM (doses to about 46.1 µM), for the others: at the top dose activity change, negative = inhibition, most hits filed as inhibitors; also: potency is read from the fitted curve at half-maximal effect; % is scaled to controls: 0 for no effect and ±100 for the full control effect; nearly all actives have a fitted effect of over 60% in size
#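 Using laser scanning cytometry, GFP-positive aggregates were counted after lysis of PC12 cells induced with 100 nM tebufenozide to express HTT exon 1 Q103–GFP. Compounds were tested in titration.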
# CBFb-RUNX1 inh: CBF-beta/RUNX1 interaction disruption | Q01196+Q13951 | AlphaScreen CBFb-His/RUNX1-biotin binding, biochemical | Potency, µM (top dose mostly 59.8 µM), without a hit: at the top dose activity, negative = inhibition, most hits filed as inhibitors | 230,000 tested, under 10 active | AID 1477; also: % of control where 0% means no effect
#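 Bead-based AlphaScreen assay; binding partners His-tagged CBF-beta and biotinylated RUNX1 at 30 nM each. Compound exposure 15 min after a 20-min protein preincubation; bead step 90 min; all steps at room temperature.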
# IMPase Li cell: membrane-permeable IMPase blocker, potentiated with lithium; CHO-M1 cells, IP1 TR-FRET (IP-One), carbachol + lithium; Potency, µM (series often up to 59.4 µM), inactives show at the top dose activity, negative = IMPase inhibition, actives largely listed as inhibitors; 0.35% of 210,000 active;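 also: IP1 builds up when IMPase is blocked and the TR-FRET signal falls; potency is read from the fitted curve at half-maximal effect; plate controls were basal vehicle for no effect and high inhibitor control for full effect; nearly all actives have a fitted effect of over 50% in size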
#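 CHO cells stably expressing M1 receptor (2000/well) were cultured 16–30 h, then exposed to compounds with a small lithium addition for 30 min at 37C. IP1 was measured by TR-FRET competition; AC50 from Hill fits.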
# NPSR antag: neuropeptide S receptor (human) antagonism, cAMP; AID 1461; CHO-NPSR cells, cAMP TR-FRET, antagonist mode; Q6W5P4; 1% of 220,000 active; Potency, µM (highest dose often 38.3 µM), for inactives: at the highest dose activity change, negative = inhibition, hits mostly inhibitors; also: potency is read from the fitted curve at half-maximal effect; % is scaled to controls: 0 for no effect and ±100 for the full control effect; nearly all actives have a fitted effect of over 50% in size; many of its hits are not listed in these tables
# Epigenetic reg: derepresses silenced GFP reporter in murine cells | 0.2% of 280,000 active | Potency, µM (series often up to 53.9 µM), for inactives: at the highest dose GFP activation, most hits filed as activators | murine LDR cells, GFP reporter derepression, 30 h | AID 1865; also: potency is read from the fitted curve at half-maximal effect; % of control where 0% means no effect; nearly all actives have a fitted effect of over 60% in size
#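 Murine LDR cells carrying a silenced, genomically integrated CMV-driven GFP reporter were exposed to compound for 30 hours at 37 C. After PBS washes, GFP-positive cells (20–120 um objects) were counted by laser-scanning microplate cytometry.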
# Luc counter: counter-screen: inhibitors of Kinase-Glo firefly luciferase. Q27757. Kinase-Glo luciferase, ATP luminescence, 8 min. Potency, µM (series often up to 38.3 µM), for inactives: at the highest dose activity change, negative = inhibition, actives largely listed as inhibitors. 0.28% of 200,000 active; also: potency is read from the fitted curve at half-maximal effect; % is scaled to controls: 0 for no effect and ±100 for the full control effect; nearly all actives have a fitted effect of over 60% in size
#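 Substrate mix (final 50 mM imidazole pH 7.2, 50 mM KCl, 7 mM MgCl2, 10 uM ATP, 0.01% Tween 20, 0.05% BSA) plus pin-tool compound, then Kinase-Glo detection mix; 8 min ambient, luminescence read.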
# * = called active by the depositor; ? = inconclusive; / = not tested or not shown; [ ] = another dose, or the depositor's remark. Calls follow the shape of the dose curve; as a rule, active = well fitted curve in the direction sought with a large enough effect; inconclusive = small, poorly fitted or top-dose-only effect, or another doubt; inactive = no such curve, though single readings can be large; an effect the other way counts as inactive or inconclusive.
No.	mol	L3MBTL1 inh	HttQ103 aggreg	CBFb-RUNX1 inh	IMPase Li cell
1	O=C(CCN1C(=O)C2C3C=CC(C3)C2C1=O)Nc1c(F)cc(F)cc1Br (stereo unspecified)	1%	-12%	9%	24%[38.3 µM]
2	O=C(C1=NN[C@@H]2C(=O)N(Cc3ccccc3)C(=O)[C@H]12)c1ccc([N+](=O)[O-])cc1	-17%	-2%[9.22 µM]	1%	/
3	CCOC(=O)N1CCN(C(=O)c2cccc(OC)c2O)CC1	/	-8%[9.22 µM]	0%	-4%[38.3 µM]
4	Cc1oc(-c2cccs2)nc1CN1CCN(C2CCCC2)C(CCO)C1 (stereo unspecified)	-3%	21%[9.22 µM]	11%	7%
5	C[C@]1(c2ccccc2)OC(C(=O)O)=CC1=O	/	-18%	6%[21.7 µM]	6%
6	CCC(C)[C@@H](C(=O)Nc1ccc2c(c1)OCO2)N1Cc2ccccc2C1=O (stereo partly specified)	-24%	?	-4%	14%[38.3 µM]
7	COc1ccc(CNc2c(CO)cnc3c2cnn3C)cc1	0%	-21%	-3%	12%
8	COc1ccc(C(=O)CCN2CCN(c3ccccc3OC)CC2)cc1	28%	?	13%	16%
9	CCOC(=O)C1=C(C)NC(=O)NC1C (stereo unspecified)	8%[11.4 µM]	?	7%	12%[38.3 µM]
10	CC1=CC2=NC(=O)CC(C)(C(=O)N(CC(=O)NC(C)(C)C)Cc3ccccc3)N2C=C1 (stereo unspecified)	13%	10%[9.22 µM]	-6%	-6%
11	O=C(CCc1nnc(CCCc2ccccc2)o1)NC(C1CC1)C1CC1	6%	9%[9.22 µM]	2%	13%
12	O=C(COC(=O)C1(c2cccc(F)c2)CCCC1)NCc1ccc2c(c1)OCO2	3%	5%	5%	22%

No.	NPSR antag	Epigenetic reg	Luc counter
1	-4%[46.1 µM]	-1.1%	-2%
2	24%	-0.5%	/
3	0%[46.1 µM]	-4.6%	0%
4	-14%	-2.8%	0%
5	/	0.3%	4%
6	-12%[46.1 µM]	3.6%	0%
7	20%	1.1%	-3%
8	0%	-1.5%	0%
9	0%[46.1 µM]	0.0%	1%
10	-12%	0.1%	-7%
11	-13%	0.5%	-4%
12	-21%	0.0%	-1%

# More entries
No.	mol	L3MBTL1 inh	HttQ103 aggreg	CBFb-RUNX1 inh	IMPase Li cell
13	COc1ccc(-c2csc(C3=C(O)CN(C(C)C)C3=N)n2)cc1OC	-25%	15%	-5%	15%
14	O=C(C1=C[C@H](c2coc3ccccc3c2=O)C[C@H](OCCCCO)O1)N1CCN(Cc2ccc3c(c2)OCO3)CC1	2%	3%[9.22 µM]	11%	-7%
15	CCOc1ccc(-n2c(O)c(/C=N/c3ccnn3Cc3ccncc3)c3ccccc3c2=O)cc1	?	-7%	15%	6%
16	CC(C)n1c(C(O)c2ccc3c(c2)OCO3)nc2ccccc21 (stereo unspecified)	-5%	-8%	4%	-16%[38.3 µM]
17	CCc1c(C)sc(NC(=O)CC#N)c1C#N	/	2%	-27%	-7%[38.3 µM]
18	Cc1cc(C)nc(N(C#N)Cc2cccc3ccccc23)n1	/	?	19%	41%[activator][38.3 µM]
19	COc1cc(C(=O)NNC(=O)c2ccc(NC(C)=O)cc2)cc(OC)c1OC	/	-17%	3%	3%
20	CS(=O)(=O)N1CCC(Oc2ccccc2C(=O)N2CCNC(=O)C2)CC1	-2%	25%[9.22 µM]	-5%	-2%
21	CC(C)n1cc(-c2ccc(Cl)cc2)cc(C#N)c1=O	/	-7%	?	14%[38.3 µM]
22	CC(C)(C)c1ccc(C(=O)N2CCC(=O)N(C(COCc3ccccc3)Cc3ccccc3)CC2)cc1 (stereo unspecified)	13%	-8%	0%	17%
23	C=CCn1c(SCC(=O)Nc2ccc(F)cc2)nc2cc(C(=O)O)ccc2c1=O	-2%	-4%	-2%	3%
24	O=C(NNS(=O)(=O)c1ccccc1Cl)c1nn(-c2ccc(F)cc2)ccc1=O	-3%	2%[9.22 µM]	8%	/

No.	NPSR antag	Epigenetic reg	Luc counter
13	-2%	-1.6%	0%
14	?	0.2%	/
15	-30%	2.2%	0%
16	-12%[46.1 µM]	5.1%	-2%
17	-3%[46.1 µM]	0.0%	1%
18	-20%[46.1 µM]	0.0%	0%
19	21%	3.6%	-1%
20	4%	-4.7%	0%
21	-15%[46.1 µM]	?	-1%
22	?	-1.0%	0%
23	7%	4.2%	-1%
24	25%	-0.3%	/

# Structures from the list above that have a Cl atom (2):
No.	mol	L3MBTL1 inh	HttQ103 aggreg	CBFb-RUNX1 inh	IMPase Li cell
21	CC(C)n1cc(-c2ccc(Cl)cc2)cc(C#N)c1=O	/	-7%	?	14%[38.3 µM]
24	O=C(NNS(=O)(=O)c1ccccc1Cl)c1nn(-c2ccc(F)cc2)ccc1=O	-3%	2%[9.22 µM]	8%	/

No.	NPSR antag	Epigenetic reg	Luc counter
21	-15%[46.1 µM]	?	-1%
24	25%	-0.3%	/

# Further results follow.
No.	mol	L3MBTL1 inh	HttQ103 aggreg	CBFb-RUNX1 inh	IMPase Li cell
25	COc1ccc(NC(=O)CC2CCCC2)cc1S(=O)(=O)N1CCCCC1	5%	-7%	-6%	5%
26	O=c1[nH]c2ccccc2c2oc(CCl)nc12	-3%	-10%[9.22 µM]	-5%	/
27	O=C(c1cccc2ccccc12)N1CCN=C1SCc1ccc([N+](=O)[O-])cc1	-1%	30%	-2%	/
28	O=S(=O)(Nc1cccc(-c2cn3cccnc3n2)c1)c1ccc(F)cc1	2%	20%	-1%	-3%
29	CCc1ccc(N2C(=O)CN(Cc3cc(OC)c(OC)c(OC)c3)C2=S)cc1	-2%	3%	-9%	1%
30	COc1ccc(C(=O)NCCCN2CCOCC2)cc1S(=O)(=O)N1CCCc2ccccc21	/	-5%	-6%	-2%
31	CC[n+]1c(/C=C2\C=C(C)CC(C)(C)C2)sc2ccccc21	0%	?	-4%	22%[38.3 µM]
32	O=C(Nc1ccc2c(c1)OCCO2)C1c2ccccc2C(=O)N2CCc3ccccc3C12 (stereo unspecified)	/	2%	0%	0%[38.3 µM]
33	CN(C(=O)CC(NC(=O)c1ccccc1)(c1ccccc1)c1ccccc1)c1ccccc1	-3%	0%	-2%	8%[38.3 µM]
34	Cc1cnc(CNc2ncncc2-c2ccccc2C(F)(F)F)cn1	/	/	/	1%
35	CN(C)C=NC(=O)c1cc(C(=O)c2ccccc2Cl)c[nH]1	-8%	11%	4%	7%
36	CC(C)C(=O)Nc1cccc(NC(=S)NC(=O)c2ccc([N+](=O)[O-])cc2)c1	-2%	7%	-3%	-7%[38.3 µM]

No.	NPSR antag	Epigenetic reg	Luc counter
25	-3%	-1.3%	-3%
26	-8%	0.5%	/
27	-17%[46.1 µM]	-0.9%	/
28	-3%	0.0%	1%
29	14%	9.5%	-1%
30	-14%	-5.3%	0%
31	?	9.5%	6%
32	-20%[46.1 µM]	-1.8%	1%
33	?	-2.3%	2%
34	/	-0.1%	-1%
35	-4%	1.1%	-2%
36	-25%[46.1 µM]	0.0%	-3%

# The results go on:
No.	mol	L3MBTL1 inh	HttQ103 aggreg	CBFb-RUNX1 inh	IMPase Li cell
37	N/C(=N\OC(=O)c1ccc(Cl)cc1)c1cccnc1	/	6%	7%	21%[38.3 µM]
38	Cc1csc(NC(=O)C2CCN(S(=O)(=O)c3ccc4c(c3)oc(=O)n4C)CC2)n1	/	-14%	-3%	4%[38.3 µM]
39	COC(=O)c1sc2ncccc2c1OCc1ccccc1Cl	26%	13%	24%	19%[38.3 µM]
40	O=C(NNC(=O)c1cccnc1)Nc1cccc2ccccc12	-4%	2%	9%	-17%[38.3 µM]
41	O=C(CSc1n[nH]c(-c2cc(Cl)ccc2Cl)n1)NCCN1C(=O)CSC1=O	4%	16%	-7%	8%
42	Cc1ccc(-n2c(Cc3cccn3C)nnc2SCC(N)=O)cc1	-4%	22%	-4%	1%[38.3 µM]
43	Cc1ccccc1NC(=O)Cn1c(O)c(N=NC(=O)c2ccccc2O)c2ccccc21	-8%	4%	?	4%
44	Nc1c(Br)cc2oc(-c3ccccc3)nc2c1Br	2%	-23%	-2%	-4%
45	Cn1c(Cc2ccc3c(c2)OCO3)nnc1SCC(=O)N1CCc2ccccc2C1	0%	-8%	0%	-24%[38.3 µM]
46	O=C(CN1N=C(c2ccccc2)CCC1=O)NCc1ccccc1	/	-9%	6%	5%
47	CC(=O)c1c(C)[nH]c(C(=O)CSc2nnc(N)s2)c1C	-22%	-13%	11%	5%
48	Cc1ccc(S(=O)(=O)CC(=O)c2ccc([N+](=O)[O-])cc2)cc1	-14%	19%[9.22 µM]	-16%	/

No.	NPSR antag	Epigenetic reg	Luc counter
37	-3%[46.1 µM]	-1.1%	-23%
38	-11%[46.1 µM]	-1.0%	-4%
39	-21%[46.1 µM]	-0.8%	0%
40	-2%[46.1 µM]	-2.3%	-2%
41	2%	1.1%	3%
42	-5%[46.1 µM]	-1.0%	7%
43	-8%	1.6%	-1%
44	-14%[46.1 µM]	1.1%	-1%
45	-11%[46.1 µM]	-0.2%	13%
46	7%	0.0%	0%
47	-60%	0.8%	-5%
48	-1%	0.2%	/

# The list goes on.
No.	mol	L3MBTL1 inh	HttQ103 aggreg	CBFb-RUNX1 inh	IMPase Li cell
49	O=C(O)CSc1nc(-c2ccccc2)c(-c2ccccc2)[nH]1	-6%	-1%[9.22 µM]	-3%	/
50	CCn1nc(C)c(NC(=O)c2cnn3c(C(F)F)cc(-c4ccccc4)nc23)c1C	4%	-8%[9.22 µM]	2%	10%
51	CCOC(=O)c1c(-c2ccccc2)csc1NC(=O)c1cc(S(=O)(=O)N2CCOCC2)ccc1C	-1%	-2%	-1%	23%
52	O=C1c2ccccc2C(=O)N1CC1c2ccccc2CCN1S(=O)(=O)c1ccccc1 (stereo unspecified)	-10%	-5%	4%	3%[38.3 µM]
53	COc1nsnc1NS(=O)(=O)c1ccc(NC(=S)NC(=O)c2ccncc2)cc1	-8%	-13%[9.22 µM]	-3%	/
54	CCN(CC)S(=O)(=O)c1ccc(C)c(C(=O)Oc2cccc(-c3cnc4ccccc4n3)c2)c1	-28%	9%	0%	0%

No.	NPSR antag	Epigenetic reg	Luc counter
49	-19%	3.2%	/
50	23%	-0.1%	-1%
51	-12%	-1.1%	1%
52	?	-1.8%	1%
53	0%	3.3%	/
54	-23%	11%	2%

# A portion of the library; the hit share may differ from the screen's.
